# S1P1 ag pot – activates or potentiates agonism at human S1P1 receptor; actives 0.57% (n = 56,000); S1P1 CRE-bla cells, forskolin, beta-lactamase FRET, potentiator mode; S1P1 agonist co-added at EC20, 2 nM; 100% = saturating reference agonist, 0% = basal; AID 449; activation, % at 9.5 µM;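 active = activation above a cutoff set at the mean activation of all tested compounds plus 3 SD, cut at about 54% in these data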;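 also: forskolin at 4 µM as EC80 and the EC20 agonist is SEW2871; 100% = SEW2871 at its EC100 plus forskolin at EC80; some compounds past the cut are filed as inactive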
# M1 agonist – agonists of M1 muscarinic receptor | AID 626 | actives 3% (n = 64,000) | CHO-M1 cells, Fluo-4 calcium fluorescence, agonist mode; stronger effect = higher value | B-score at 10 µM;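 active = fluorescence rise, raw or as B-score row- and column-corrected plate score, outside the 99.7% band of its plate's samples, either direction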
# M1 antagonist – M1 muscarinic receptor (rat) antagonism. actives 3.4% (n = 64,000). CHO-M1 cells, Fluo-4 calcium, ACh EC80 antagonist mode; stronger effect = lower value. P08482. B-score at 10 µM;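 active = calcium fluorescence response, raw or row-and-column corrected B-score, differing from the plate sample mean either way at a set confidence level, mostly lower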
# HEK293 NFkB inh – inhibitors of the PMA/ionomycin-induced NF-kB reporter in HEK293 cells | HEK-293 NF-kB luciferase reporter, luminescence | inhibition, % at 3 µM | actives 0.21% (n = 62,000) | AID 465;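 active = inhibition above the mean of all tested compounds plus 3 SD, cut at about 40% in these data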;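 also: 0% = stimulated DMSO wells and 100% = 10 µM reference inhibitor 5653914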
#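 Timing: 1 h pretreatment, 16 h stimulation, 37 °C; system: HEK-293 cells with stable firefly luciferase reporter driven by four HIV NF-kB elements; doses: 3 µM once, 0.30% DMSO; measured by: luciferase luminescence; control set: DMSO and 10 µM reference inhibitor; repeats: single test; reagent: PMA plus ionomycin mix as NF-kB-activating stimulus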
# S1P3 ag – agonists of human S1P3 receptor; Q99500; S1P3 NFAT-BLA reporter cells, agonism, FRET ratio; relative to 1 µM S1P, basal subtracted; activation, % at 4.5 µM; actives 0.1% (n = 60,000); AID 373;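 active = activation above the screen-wide mean plus 3 SD, cut at about 4.5% in these data, passing the limit was not always enough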; also: some compounds called inactive have numbers as strong as hits
#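 Measure – % activation relative to 1 µM S1P (100%), per plate · System – stable CHO line with human S1P3, Gα16, NFAT-BLA reporter · Timing – cells plated overnight, compound 4 h 37 °C, substrate 2 h RT · Technique – fluorescent BLA substrate, ex 405 nm, em 460/535 nm ratio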
# 5HT1E antag – blocks the human 5-HT1E serotonin receptor; actives 0.99% (n = 65,000); CHO 5-HT1E Ga15 NFAT-bla reporter, FRET, antagonist; inhibition, % at 6 µM;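 active = inhibition above a set limit, the mean inhibition across every tested compound plus 3 SD, cut at about 29% in these data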;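 also: signal is the 460 over 535 nm emission ratio of beta-lactamase substrate; 0% = agonist plus DMSO wells and 100% = wells without agonist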
# Jurkat viability – reduces viability or proliferation of Jurkat cells. Jurkat E6.1 viability, ATP luminescence, 48 h. inhibition, % at 4 µM. actives 1.2% (n = 56,000). AID 463;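 active = inhibition above the mean inhibition of all tested compounds plus 3 SD, cut at about 28% in these data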
# HER2 expr 66K – Her2 kinase expression inhibition; actives 0.69% (n = 65,000); SKBR-3 HER2 protein level, AlphaScreen, 18-24 h; stronger effect = lower value; P04626; HER2 level % of control, % at 10 µM;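 active = HER2 level under 5% of the carrier-only control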;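 also: 100% = DMSO carrier and 0% = 500 nM PU-H71 HSP90 inhibitor; lower value means stronger loss of Her2 protein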
# Target sequence (P04626 whole entry, looked up): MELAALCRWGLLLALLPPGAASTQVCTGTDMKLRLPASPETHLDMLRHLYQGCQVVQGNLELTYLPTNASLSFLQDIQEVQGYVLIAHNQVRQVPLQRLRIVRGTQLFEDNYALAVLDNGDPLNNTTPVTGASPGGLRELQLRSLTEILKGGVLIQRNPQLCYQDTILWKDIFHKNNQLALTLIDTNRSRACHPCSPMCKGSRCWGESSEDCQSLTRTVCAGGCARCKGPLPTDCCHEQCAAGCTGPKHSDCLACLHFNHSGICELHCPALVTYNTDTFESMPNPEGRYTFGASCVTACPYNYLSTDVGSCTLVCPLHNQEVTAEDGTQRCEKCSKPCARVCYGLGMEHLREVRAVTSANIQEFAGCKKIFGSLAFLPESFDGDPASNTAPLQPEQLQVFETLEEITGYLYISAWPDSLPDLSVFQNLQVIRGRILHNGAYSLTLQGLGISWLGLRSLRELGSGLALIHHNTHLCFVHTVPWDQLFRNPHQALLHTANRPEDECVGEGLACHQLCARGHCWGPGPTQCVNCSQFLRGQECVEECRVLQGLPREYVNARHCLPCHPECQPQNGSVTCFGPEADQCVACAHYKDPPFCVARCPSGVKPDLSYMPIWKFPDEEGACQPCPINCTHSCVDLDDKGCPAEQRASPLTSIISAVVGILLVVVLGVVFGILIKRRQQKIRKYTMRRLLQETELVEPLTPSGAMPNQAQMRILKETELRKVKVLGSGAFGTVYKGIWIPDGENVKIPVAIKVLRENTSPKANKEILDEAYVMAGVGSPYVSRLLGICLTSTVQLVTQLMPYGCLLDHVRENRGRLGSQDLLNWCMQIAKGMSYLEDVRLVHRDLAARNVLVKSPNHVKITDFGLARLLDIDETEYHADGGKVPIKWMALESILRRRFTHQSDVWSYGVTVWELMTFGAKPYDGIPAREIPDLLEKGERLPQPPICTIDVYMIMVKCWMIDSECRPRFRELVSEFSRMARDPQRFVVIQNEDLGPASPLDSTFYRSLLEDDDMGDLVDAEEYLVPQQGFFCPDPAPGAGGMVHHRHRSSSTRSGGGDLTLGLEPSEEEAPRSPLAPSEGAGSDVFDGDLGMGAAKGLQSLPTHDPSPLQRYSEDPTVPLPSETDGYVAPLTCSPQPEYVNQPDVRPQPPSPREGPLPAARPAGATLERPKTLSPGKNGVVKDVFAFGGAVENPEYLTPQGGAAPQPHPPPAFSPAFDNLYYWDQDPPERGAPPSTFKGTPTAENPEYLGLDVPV
# HTR1E agonist – agonists of human 5-HT1E serotonin receptor; P28566; CHO 5-HT1E Ga15 NFAT-bla reporter, FRET; 0% DMSO wells, 100% control agonist wells; activation, % at 6 µM; actives 0.69% (n = 65,000); AID 574;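 active = activation above a set limit, the screen-wide mean activation plus 3 SD, cut at about 8.5% in these data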;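 also: 100% = positive control agonist at 1 µM giving full maximal response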
# * marks the source's active call; other numbers are inactive results; . = not tested or not shown.
SMILES,S1P1 ag pot,M1 agonist,M1 antagonist,HEK293 NFkB inh,S1P3 ag,5HT1E antag,Jurkat viability,HER2 expr 66K,HTR1E agonist
N#CCc1c(C#N)c(N)nc(N2CCN(S(=O)(=O)c3ccccc3)CC2)c1C#N,-14,-0.27,-0.27,16,-0.6,9,2,107,1.0
CCCCCCn1cc(C(=O)O)c(=O)c2ccccc21,13,3.6,-0.056,.,-1.8,-15,.,142,-0.3
COc1ccc(N(CC(=O)NCc2cccnc2)S(=O)(=O)c2c(C)nn(C)c2C)cc1,8,-0.96,1.2,5,0.5,-6,-6,97,1.0
CCOC(=O)c1cccc(NC(=O)CNC(=O)C2CCCCC2)c1,-18,-0.26,-0.3,-2,-1.1,3,3,104,-0.3
O=C(Nc1ccc(Cl)c(Cl)c1)N(Cc1cccnc1)Cc1ccco1,18,0.13,-0.55,17,1.1,7,5,120,0.5
O=C(CN1CCCCCC1)Nc1ccc(F)c(F)c1F,-10,0.23,-0.44,14,-0.4,-2,3,120,-1.0
CC(C)[C@H](NC(=O)Nc1cccc(C(F)(F)F)c1)C(=O)O,-15,1.1,0.86,6,-0.2,-5,2,98,1.6
Cc1nn(C)c(C)c1S(=O)(=O)NCc1cccs1,9,0.41,-0.33,18,-0.2,-6,-1,48,-0.2
Cc1ccc(CC2C(=O)N(c3ncccn3)C(=O)C2C)cc1 (centres undefined),-24,-3.7*,-7*,-2,-0.9,-2,8,94,-0.9
CCOC(=O)NCC(C#CCN(CC)CC)N(CC)CC (centres undefined),-9,-0.52,0.41,5,-1.3,-1,2,99,-1.7
O=C(CN(Cc1ccco1)C(=O)c1cc(=O)[nH]c2ccccc12)Nc1ccccc1Br,15,1.7,-0.67,4,-1.2,4,0,96,0.3
CCOC(=O)c1sc2ncn(CC(=O)NCC3CCCO3)c(=O)c2c1C (centres undefined),-10,-0.97,0.36,1,-0.6,3,4,118,-1.5
CCOc1ccc(NC(=O)CSc2nc3cccnc3n2CCOC)cc1,12,0.011,0.14,3,0.1,-6,-2,101,0.3
Cc1ccc(NC(=O)CSc2nnc(COc3ccc(C#N)cc3)n2-c2ccccc2)cc1C,8,-1.9,-1.2,2,-1.1,7,3,73,0.0
Cc1onc(-c2ccccc2Cl)c1C(=O)Nc1cccnc1,-25,-1.1,-0.17,4,-0.3,-4,-2,92,0.2
O=C1NCC(COCc2ccccc2)O1 (centres undefined),-6,0.13,-0.035,15,0.3,8,-3,135,-1.5
Cc1noc(/C=C/c2ccco2)c1S(=O)(=O)N1CCC(C(=O)N(C)Cc2ccccc2)CC1,-2,-0.025,0.99,9,-1.3,-7,1,76,-0.1
O=C(C1CCCO1)N1CCN(c2ncccn2)CC1 (centres undefined),-13,2,0.94,13,-0.4,-9,4,86,-0.8
Cc1ccc(Nc2ncc3c(n2)CC(c2ccco2)CC3=O)c(C)c1 (centres undefined),0,-0.76,-0.72,9,-0.8,2,2,125,-0.1
O=C(c1ccccc1S(=O)(=O)NCc1ccccc1)N1CCCC1,-11,0.05,1.7,14,-1.2,-4,-2,93,0.2
COc1ccc(OC)c(NC(=O)c2ccc(NS(=O)(=O)c3c(C)noc3C)cc2)c1,-26,-0.037,0.013,13,-0.1,13,-5,99,-0.4
CCN(CC)c1ccc2c(c1)oc(=O)c1c(Cl)cc(=O)oc12,-13,45*,-0.1,-9,2.2,-3,14,-17*,3.1
Cc1ccc(CNC(=O)c2cn(C3CCCCC3)c(=O)c3c2c2ccccc2n3C)o1,.,0.38,-0.58,13,.,-6,.,75,-0.1
COc1ccc(-n2c(=S)[nH]c3cc(C(=O)NCc4ccco4)ccc3c2=O)cc1OC,39,1.4,-0.38,13,-0.3,-6,-2,99,0.8
CCOC(=O)c1c(C)n(C)c2ccc(O)c(CN3CCC(C)CC3)c12,-1,-1.3,-2*,20,-0.3,-3,0,75,-0.2
COc1ccc(Cl)cc1N1C(=O)C2CCCN2C1c1cccc(F)c1 (centres undefined),-14,-0.78,-0.63,3,-0.1,-7,-4,73,0.7
c1ccc(CN(Cc2ccco2)C(c2ccncc2)c2nnnn2C2CCCC2)cc1 (centres undefined),6,2.3,-0.18,8,-1.6,7,1,77,-0.2
COc1ccccc1NC(=O)C1C2C=CC3(CN(Cc4cccnc4)C(=O)C13)O2 (centres undefined),2,0.67,0.18,9,-1.1,8,4,98,2.1
CCOC(=O)C1CCN(C(=O)C2CCN(S(=O)(=O)c3c(C)noc3C)CC2)CC1,.,-0.006,0.032,13,.,-1,.,119,-1.0
Cc1cc(N2CCN(C/C=C/c3ccccc3)CC2)n2ncnc2n1,63,-0.32,-1.6*,15,-1.6,15,37*,109,-0.3
CCn1nnnc1SCC(=O)Nc1cc(OC)cc(OC)c1,11,0.46,0.41,1,0.1,2,-2,100,0.7
Cc1nc2ccc(S(=O)(=O)NC(CC(C)C)C(=O)O)cc2s1 (centres undefined),-11,-0.0066,0.3,7,-0.4,-4,-10,72,0.3
O=C(Nc1ccc(S(=O)(=O)N2CCOCC2)cc1)c1ccc(Cl)s1,-9,.,.,-1,0.9,-1,-2,96,0.8
CCc1c(C)nc2cc(-c3ccc(OC)c(OC)c3)nn2c1N1CCCC1,.,0.27,-0.46,18,.,31*,.,49,0.2
O=C(Cn1cnc2c(nnn2-c2ccccc2)c1=O)NCc1ccco1,2,-1,-0.23,26,-2.2,-6,3,107,-0.6
Nc1nonc1-n1nncc1-c1ccccc1,.,0.39,0.91,22,.,-4,.,80,-1.5

# Entries listed above that bear a hit mark in 5HT1E antag:
Molecule	S1P1 ag pot	M1 agonist	M1 antagonist	HEK293 NFkB inh	S1P3 ag	5HT1E antag	HER2 expr 66K	HTR1E agonist
CCc1c(C)nc2cc(-c3ccc(OC)c(OC)c3)nn2c1N1CCCC1	.	0.27	-0.46	18	.	31*	49	0.2

# (cont.)
SMILES,S1P1 ag pot,M1 agonist,M1 antagonist,HEK293 NFkB inh,S1P3 ag,5HT1E antag,Jurkat viability,HER2 expr 66K,HTR1E agonist
CCC1CCCCN1CCCNC(=O)Cn1nc(-c2ccc(C)cc2)ccc1=O (centres undefined),10,0.17,0.1,7,-1.3,1,8,84,0.4
Cc1ccc(S(=O)(=O)NC(=O)Nn2c(C)nnc2C)cc1,.,-0.66,0.035,10,.,-7,.,51,-0.2
COCCCNC(=O)CC(NS(=O)(=O)c1ccc(Cl)cc1)c1ccco1 (centres undefined),1,-0.18,0.13,10,0.3,2,-4,86,0.1
COc1cc2c(cc1OC)CN(C(=O)c1cc(S(=O)(=O)N3CCOCC3)ccc1Cl)CC2,18,0.046,0.21,17,-1.3,0,9,67,-0.3
COc1ccccc1N1CCN(Cc2cccc(OC)c2OC)CC1,-12,.,.,12,-1.8,0,6,74,3.4
Cc1ccc2cc3cc(C(=O)N4CC(C)CC(C)C4)oc3nc2c1 (centres undefined),-1,-0.35,0.7,4,0.2,1,0,85,1.2
COc1cc(S(=O)(=O)N2CCN(c3ccccc3)CC2)ccc1Cl,.,0.083,-0.65,8,0.1,0,-1,89,-0.7
CCCc1cc(=O)n2[nH]c(C)cc2n1,-8,-0.19,-1.8,12,0.2,-3,6,132,-0.8
CC1(C)Cc2nc(N)c(C(=O)NCCO)cc2CO1,-4,0.94,6.6*,.,-3.8,6,.,85,0.5
Cc1ccc(C)n1-n1c(C)nc2scc(-c3cccs3)c2c1=O,.,-0.075,-0.72,15,-0.3,-8,3,82,-0.1
O=C(c1c[nH]c(=O)n(-c2ccccc2)c1=O)N1CCc2ccccc21,-14,1.2,0.37,10,-0.7,6,8,77,0.7
CC(=O)c1cccc(NC(=O)C2CCCN2S(=O)(=O)c2cccc3cccnc23)c1 (centres undefined),-8,-0.4,0.087,20,-0.6,-5,-1,96,0.4
COc1ccc(CCn2nnnc2C(c2ccc(C)cc2)N2CCN(C)CC2)cc1OC (centres undefined),0,-0.02,0.5,2,-0.5,-2,1,98,-0.8
COC(=O)c1c(NC(=O)CSc2nnnn2-c2ccccc2)sc2c1CCC(C)C2 (centres undefined),.,0.5,-0.018,-6,.,-3,.,144,0.5
COc1ccc(C2C(C(C)=O)=C(C)N=c3s/c(=C\c4cc(C)n(C)c4C)c(=O)n32)c(OC)c1 (centres undefined),-1,144*,-0.086,16,0.1,6,4,56,1.0
O=C(COc1ccccc1Br)c1ccc(O)cc1O,29,-0.42,-3.2*,1,-0.7,10,1,104,-1.1
CCOC(=O)c1cc2c(=O)n3cc(C)ccc3nc2n(Cc2cccnc2)c1=N,-13,0.57,-0.75,15,0.9,-1,1,110,0.0
C=CCN1C(=O)CN=C1Nc1cc(C)cc(C)c1,.,-0.44,0.16,21,.,1,.,65,0.7
COc1cccc(-c2nc(C(N)=O)c3[nH]c(=O)n(-c4ccccc4)c3n2)c1OC,-25,1,-1.5,8,-0.2,-13,0,61,0.9
COc1ccc(-c2nc(SC)n(C)c(=O)c2C#N)cc1OC,.,1.8,-0.007,23,.,0,.,88,0.5
Cc1cc(C)cc(N(CC(=O)NC2CCCCC2)C(=O)CCC(=O)Nc2cc(C)ccn2)c1,-8,-0.19,1.2,-8,-1.1,-2,-3,167,-1.1
O=C(CSc1ncn[nH]1)N1CCN(c2nnc(-c3ccccc3)c3ccccc23)CC1,-6,0.003,-2.9*,10,0.2,-8,1,114,1.1
COC(=O)[C@H](CCSC)NC(=O)Nc1ccc(C(C)C)cc1,1,0.77,0.25,1,-0.3,3,-8,119,1.3
CCn1c2ccccc2c2cc(NC(=O)N3CCOCC3)ccc21,6,0.24,0.13,-19,-0.5,-3,5,93,-0.2

# Three records drawn at random from the list so far, as already listed:
SMILES,S1P1 ag pot,M1 agonist,M1 antagonist,HEK293 NFkB inh,S1P3 ag,5HT1E antag,Jurkat viability,HER2 expr 66K,HTR1E agonist
CCOC(=O)c1c(C)n(C)c2ccc(O)c(CN3CCC(C)CC3)c12,-1,-1.3,-2*,20,-0.3,-3,0,75,-0.2
CCOC(=O)C1CCN(C(=O)C2CCN(S(=O)(=O)c3c(C)noc3C)CC2)CC1,.,-0.006,0.032,13,.,-1,.,119,-1.0
COc1ccc(CCn2nnnc2C(c2ccc(C)cc2)N2CCN(C)CC2)cc1OC (centres undefined),0,-0.02,0.5,2,-0.5,-2,1,98,-0.8

# (more compounds)
SMILES,S1P1 ag pot,M1 agonist,M1 antagonist,HEK293 NFkB inh,S1P3 ag,5HT1E antag,Jurkat viability,HER2 expr 66K,HTR1E agonist
CC(C)(C)c1cc(C(F)(F)F)nc(SCCCNC(=O)c2ccco2)n1,10,0.73,0.51,17,-0.9,4,8,76,1.3
CCCOc1ccc(-c2nnn(CC(=O)c3ccc4c(c3)OCCO4)n2)cc1,-3,-1.5,-0.41,12,-0.4,3,5,73,0.0
Cc1cccc2sc(NC(=O)C3CCCO3)nc12 (centres undefined),1,-1.5,-1.1,5,0.3,-2,6,81,-0.4
CCOC(=O)c1cc2c(=O)n(C)c3ccccc3c2s1,4,.,.,18,-0.1,-5,-9,126,-0.1
Cc1ccc2nc(-c3ccccn3)cc(C(=O)N3CCN(c4ncccn4)CC3)c2c1,-16,3.6*,-2.1,7,-0.9,6,-2,60,-0.9
O=C(Nc1nnc(-c2cccs2)o1)c1cccc(F)c1,12,0.025,-0.061,-8,-1.3,-18,75*,91,0.7
COc1ccccc1NC(=O)CSc1nnc(Cc2ccccc2)o1,5,0,0.83,7,-1.1,3,4,123,-0.3
